From PubChem
E coli growth: counter-screen for AddAB inhibitors: E. coli growth inhibition; 330,000 tested, 0.27% active; E. coli V3065 growth, OD600 absorbance, 18 h; inhibition, % at 11.9 µM;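 active means inhibition above the campaign's mean inhibition across all tested compounds plus 3 SD, cut at about 9.9% in these data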;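 further: uninfected addAB+ strain grown without phage in ampicillin broth; 0% = DMSO wells and 100% = ciprofloxacin 0.95 µg/ml wells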
AddAB inh: less growth of phage-infected E. coli with AddAB; inhibition, % at 11.9 µM; 330,000 tested, 0.29% active; AID 435030; E. coli expressing H. pylori AddAB, absorbance growth; in the data active means inhibition above about 12%;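 further: 0% = vehicle wells of infected cells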
phage Ecoli inh: E. coli growth loss with phage present | 360,000 tested, 0.26% active | growth absorbance | inhibition, % at 11.9 µM | AID 651602; in the data active means inhibition above about 11%
PKA-R1A activ: activators of PKA-R1A complex | 340,000 tested, 0.083% active | P00514+P68181 | activation, % at 11.4 µM | PKA-R1A dissociation, Cy5-IP20 fluorescence polarization; scaled: DMSO 0%, 113 µM cGMP 100% | AID 504707;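 active means percent activation above the mean of all tested compounds plus 3 SD, cut at about 19% in these data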;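 further: higher means more PKAc released from R1A so a rise in polarization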
Arr AP2 block: blocks beta-arrestin peptide binding to AP2 adaptin; FITC-arrestin peptide / GST-AP2 beads, flow cytometry; AP2 beta2 appendage carries R879A mutation; 340,000 tested, 0.31% active; inhibition, % at 10 µM;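 active means inhibition above a set limit, near 3 SD of compounds lacking own fluorescence, cut at about 54% in these data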;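 further: plate controls were DMSO wells for no effect and 5 µM unlabelled arrestin peptide for full effect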
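test system = AP2 appendage R879A on GSH beads | buffer or medium = PBS plus Tween 20 (0.05%) and BSA (0.1%) | incubation = 12 min plus 1 h, RT | detection = bead flow cytometry, FITC channel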
OPRM1-OPRD1 ag: OPRM1-OPRD1 heterodimerization agonism. P35372+P41143. cells, luminescence. activation, % at 9.3 µM. 340,000 tested, 0.3% active. AID 504326; in the data active means activation above about 18%;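 further: 0% = vehicle-treated cells and 100% = reference agonist; values of inactives mirror those of a sister screen read the other way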
Target sequence (P35372 whole entry, looked up): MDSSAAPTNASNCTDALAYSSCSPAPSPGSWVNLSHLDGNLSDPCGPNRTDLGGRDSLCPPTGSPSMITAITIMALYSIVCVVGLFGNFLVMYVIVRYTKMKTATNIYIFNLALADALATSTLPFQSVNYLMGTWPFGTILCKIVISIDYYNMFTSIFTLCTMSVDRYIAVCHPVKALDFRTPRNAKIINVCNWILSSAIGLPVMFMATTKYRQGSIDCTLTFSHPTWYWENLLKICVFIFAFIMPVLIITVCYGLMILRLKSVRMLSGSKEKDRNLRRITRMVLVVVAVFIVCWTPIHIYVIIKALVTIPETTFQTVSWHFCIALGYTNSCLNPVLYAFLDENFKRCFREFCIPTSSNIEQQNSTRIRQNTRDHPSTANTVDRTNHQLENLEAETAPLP
Target sequence (P41143 whole entry, looked up): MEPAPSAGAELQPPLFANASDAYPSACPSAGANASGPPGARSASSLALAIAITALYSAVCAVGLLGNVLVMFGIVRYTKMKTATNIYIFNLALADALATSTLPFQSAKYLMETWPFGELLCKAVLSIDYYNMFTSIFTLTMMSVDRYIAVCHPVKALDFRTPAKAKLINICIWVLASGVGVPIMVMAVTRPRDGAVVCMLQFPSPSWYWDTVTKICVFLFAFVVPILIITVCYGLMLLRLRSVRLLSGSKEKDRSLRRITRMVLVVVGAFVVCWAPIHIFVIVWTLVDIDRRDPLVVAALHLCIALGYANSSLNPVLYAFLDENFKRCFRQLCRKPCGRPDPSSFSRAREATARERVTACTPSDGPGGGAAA
Tat export inh: inhibitors of E. coli Tat protein transport; inhibition, % at 10 µM; AID 488895; 340,000 tested, 0.036% active; E. coli MC4100 TorA-mCherry Tat export, fluorescence;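 active means mean replicate inhibition at least 50% and at least half of replicates individually reaching 50%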;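 further: exported cargo escapes ClpAP degradation while cytoplasmic cargo is degraded and loses fluorescence; 0% = median of neutral control wells and 100% = median of NaSCN control wells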
PfHsp90 set2: inhibits growth of yeast expressing Plasmodium falciparum Hsp90; inhibition, % at 9.4 µM; 310,000 tested, 0.32% active; S. cerevisiae expressing PfHsp90, BacTiter-Glo ATP, 48 h; yeast lacking PDR1 and PDR3 efflux regulators;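 active means every replicate shows inhibition above about 80%, whatever the replicate mean, limit read from the data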;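 further: 0% = DMSO neutral controls and 100% = 20 µM radicicol positive controls; yeast relying on Plasmodium falciparum Hsp90 in place of its own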
SUMO Mot1 rescue: inhibitors of SUMOylation pathway: yeast Mot1-301 growth rescue. S. cerevisiae Mot1-301 growth rescue, ATP luminescence, 38.5C; percent above DMSO median, 100 means doubled. growth rescue, % at 18.8 µM. 320,000 tested, 1% active;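 active means every valid replicate shows activation above 250% relative to neutral control wells; inactive means the rest, any valid replicate at or below 250%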;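 further: OY570 slx delta 5 strain wells were the positive control but not used for scaling; some compounds called inactive have numbers as strong as hits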
Pemphigus Ab inh: human desmoglein-3 autoantibody binding inhibition. binding (percent of control), % at 10 µM. 310,000 tested, 0.48% active. AID 588358. DSG3-coupled beads, scFv-anti-DSG3-GFP binding, flow cytometry; hits give low values. P32926;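 active means binding more than 3 SD below its plate's average and above zero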;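 further: hits lower antibody fragment binding to DSG3; some compounds called inactive have numbers as strong as hits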
OPRM1-OPRD1 inv: inverse agonists of human mu-delta opioid receptor heterodimerization | P35372+P41143 | cell-based MOR-DOR heterodimer luminescence, inverse agonism | inhibition, % at 9.3 µM | 340,000 tested, 0.21% active | AID 504357; in the data active means inhibition above about 22%, passing the limit was not always enough;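 further: 0% = cells with DMSO and 100% = wells without cells with DMSO; values of inactives mirror those of a sister screen read the other way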
* hit, by the source's call; x = no result given.

SMILES	E coli growth	AddAB inh	phage Ecoli inh	PKA-R1A activ	Arr AP2 block	OPRM1-OPRD1 ag	Tat export inh	PfHsp90 set2	SUMO Mot1 rescue	Pemphigus Ab inh	OPRM1-OPRD1 inv
Cc1ccc(Oc2nc3c(c(=O)n(Cc4ccccc4F)c(=O)n3C)n2C)cc1	-1.6	1.5	1.5	-13	1	-2.4	-9	-4	-6	101	10
O=C(CSc1nc(-c2cccs2)cc(C(F)(F)F)n1)NCCCN1CCOCC1	-2.2	0.0	2.8	3	36	-1.1	-7	-5	-8	77	5
COc1ccc(C(=O)c2sc(Nc3ccccc3)nc2C)cc1	-3.1	0.5	1.5	0	14	0.4	10	8	8	99	-2
CC(=O)Nc1cccc(C(=O)N2CCC(n3nccc3NC(=O)CC(C)C)CC2)c1	0.4	-0.7	0.7	-7	27	-2.1	-4	4	7	107	7
O=C(COC(=O)CCOc1ccccc1)NCCC1=CCCCC1	2.8	0.7	1.1	-5	41	-2.8	4	-3	-13	101	14
Cn1c(=O)[nH]c(=O)c2c1nc1n2CCCS1	2.4	1.4	0.6	6	5	-0.6	-3	16	6	92	3
COCCn1c(=O)c2c(nc3n2CC(C)CN3Cc2ccccc2)n(C)c1=O (stereo unspecified)	-2.3	-0.3	2.5	-11	-5	-1.3	2	-25	5	x	7
COc1ccc(Cl)cc1NC(=O)CN(C)C(=O)c1ccc2n[nH]nc2c1	-2.8	0.1	0.8	11	4	-2.0	-4	7	-2	x	8
CC1CCN(c2c(NCC3CCC(C(=O)NCc4ccc(F)cc4)CC3)c(=O)c2=O)CC1 (stereo unspecified)	2.2	1.3	-0.8	3	-21	-3.9	-1	-3	-24	98	19
Cc1onc(-c2ccccc2Cl)c1C(=O)Nc1sc2c(c1C(N)=O)CCC(C)C2 (stereo unspecified)	0.1	2.4	0.6	-8	-5	5.8	12	16	9	96	-36
COc1ccc(CC(NC(C)=O)C(=O)NC2CCN(C(=O)C3CCCCC3)CC2)c(OC)c1 (stereo unspecified)	2.4	0.5	1.7	3	3	-0.3	7	-8	6	121	2
Cn1c(=O)c2c(nc(Oc3ccccc3N)n2C)n(C)c1=O	x	x	2.7	7	-14	-0.4	-10	16	0	108	2
C#CCOCCOCCOCCNc1nc(N2CCN(C(=O)CCCCCCCCCCNC(=O)Cn3cc(C[C@@H](C)O)nn3)CC2)nc(N2CCN(C(=O)CCCCCCCCCCNC(=O)[C@@H](CCC(=O)O)n3cc(CCCCCN)nn3)CC2)n1	-2.1	0.3	1.4	-8	9	-5.9	18	19	7	105	27
Cc1ccc(C(=O)Nc2ccc3c(c2)OCO3)cc1S(=O)(=O)N1CCCC1	-3.3	3.1	1.3	4	5	-0.1	-5	9	0	95	0
O=C(CSc1nc2ccccc2s1)N1CCN(C(=O)c2ccco2)CC1	-1.7	-3.4	0.3	-10	0	-3.5	-2	-8	5	102	19
COc1ccc(C(=O)N2CCN(S(=O)(=O)c3ccc(Cl)cc3)CC2)cc1S(=O)(=O)N1CCOCC1	x	x	2.1	2	13	-0.2	-3	-1	x	95	1
C#CCN1C(C)=C(C(=O)OC)C(c2cccc([N+](=O)[O-])c2)C(C(=O)OCC)=C1C (stereo unspecified)	-2.9	-3.3	3.5	-23	4	0.3	9	19	223	97	-2
O=C(Nc1ccc(Br)cc1)c1cnc[nH]1	2.6	1.0	0.4	7	6	-2.2	12	-20	-13	92	11
CC(=O)c1sc(NC(=O)c2ccc3c(c2)OCO3)nc1C	1.8	3.5	3.2	7	0	-0.6	3	-4	-13	93	3
CCOc1ccc2nc(N3CCC(C(=O)NC4CCCCC4)CC3)sc2c1	-0.7	2.7	0.3	-7	11	0.8	-3	8	344*	105	-4
COc1cc(C(=O)NCc2nnc(SCC(=O)N3CCCCCC3)o2)cc(OC)c1OC	-0.1	4.6	1.7	-9	-3	-2.6	-3	3	319	99	13
CCCCn1nnnc1NCc1cc(Cl)c(OC)c(OC)c1	-1.0	1.2	3.6	2	17	0.8	-5	12	-4	91	-5
CN(C(=O)COC(=O)CCC(=O)c1ccc(F)cc1)C1CCCCC1	-1.4	-0.7	2.2	12	33	-1.5	-1	x	18	92	7
O=C(Nc1ccccc1F)C1COc2ccccc2O1 (stereo unspecified)	1.0	4.0	3.1	-1	26	0.2	-3	5	19	109	-1
CN(C)/C=c1\sc2c(C#N)cc(C(=O)c3ccc(Br)cc3)n2c1=O	-1.5	-3.4	1.6	-13	7	-2.8	3	7	-11	98	15

The list goes on:
SMILES	E coli growth	AddAB inh	phage Ecoli inh	PKA-R1A activ	Arr AP2 block	OPRM1-OPRD1 ag	Tat export inh	PfHsp90 set2	SUMO Mot1 rescue	Pemphigus Ab inh	OPRM1-OPRD1 inv
Cc1cc(NC(=O)CSc2nnc(-c3ccc(Cl)s3)o2)no1	-5.2	-0.3	-2.4	-4	1	0.4	-3	-6	351	97	-2
Cc1cc(C(=O)OCC(=O)Nc2cccc(S(=O)(=O)N3CCOCC3)c2)c(C)o1	-1.0	1.4	-0.2	-6	-3	-0.6	17	10	-2	110	3
CCOC(=O)CSc1nc(-c2ccccc2)nc2ccccc12	0.2	0.3	3.0	4	-1	4.6	4	4	112	99	-23
COc1cc(C)ccc1OCC(=O)Nc1ccc2c(c1)OCO2	1.1	2.1	3.1	-4	-6	-0.6	-6	7	0	107	2
CCOC(=O)C1=C(C)Nc2nc(C)nn2C1c1cc(OC)ccc1OC (stereo unspecified)	2.2	5.4	1.5	-10	4	-1.6	-4	x	-3	111	8
CCn1c(SCC(=O)c2ccc3ccccc3c2)nnc1-c1cccs1	2.3	2.2	0.9	-2	16	-2.6	-3	x	-8	97	14
CC(NC(=O)OCc1ccccc1)c1ccccc1 (stereo unspecified)	0.7	1.0	1.3	-2	-3	-0.5	5	16	8	x	3
Cc1ccc(S(=O)(=O)Nc2nc(CN3CCOCC3)nc3sc(C)c(C)c23)cc1	-0.2	0.3	1.8	-8	6	-0.9	-1	x	117	110	3
NC(=O)c1ccc(NC(=O)CN2C(=O)NC3(CCCCCCC3)C2=O)cc1	-0.2	-1.2	3.1	-1	8	-2.6	4	-22	-2	128	13
Cn1c(CNc2nc(-c3ccccc3)cs2)nnc1SCC(=O)OC1CCCCC1	-0.2	3.0	3.6	-15	3	-2.4	11	13	-7	94	11
Cc1ccc(Cn2c(Cc3ccccc3)nc3ccccc32)cc1	1.9	1.1	2.1	-4	24	2.0	4	-42	39	100	-10
COc1ccc(CN2CCN(CC3CC3)CC2CCO)c(C)c1C (stereo unspecified)	1.4	3.9	3.3	-7	29	0.7	-5	-14	3	98	-3
Cc1cc(C(=O)Nc2sc(C)c(C)c2C#N)c(C)o1	0.5	1.4	1.7	2	0	2.5	-10	-2	57	102	-13
CN1CCN(S(=O)(=O)c2cccc(C(=O)N3CCc4ccccc43)c2)CC1	-0.8	2.2	3.1	3	36	-2.4	1	12	0	101	12
COc1ccc(S(=O)(=O)N2CCOCC2)cc1NC(=O)CSc1cccc[n+]1[O-]	-1.4	2.2	1.9	-2	-4	-0.7	6	-7	x	91	3
O=C(COc1ccc(S(=O)(=O)N2CCOCC2)cc1)N1CCOCC1	-0.9	0.6	2.1	-4	6	-3.1	-3	-3	-10	99	12
O=C(OCCN1C(=O)CCC1=O)c1ccc(S(=O)(=O)N2CCCCC2)cc1	-2.1	2.0	-1.6	4	-3	-3.5	10	-1	23	118	16
CCc1ccccc1NC(=O)CCCSc1nc2ccccc2s1	-3.2	1.9	4.3	3	11	-3.4	1	11	x	97	17
Cc1cc(C)c2c(c1)NC(c1cc3c(cc1Br)OCO3)C1CC=CC21 (stereo unspecified)	1.3	-1.1	1.6	0	44	4.8	-7	-9	-19	97	-24
O=C1C=C(Nc2ccc(Cl)cc2)C(=O)N1c1ccc(Cl)cc1	-3.8	2.3	4.0	4	-7	-1.2	-6	-27	223	102	9
CSCCC(NC(=O)c1ccccc1Br)C(=O)N1CCN(C/C=C/c2ccccc2)CC1 (stereo unspecified)	x	x	1.2	0	5	-1.1	-2	5	x	104	4
CCCn1c(SCC(=O)Nc2cc(C(=O)O)ccc2C)nc2sc3c(c2c1=O)CCC3	-1.4	-2.5	0.5	3	12	-1.6	-3	x	x	109	7
CCCNCC1C(Oc2ccc(Cl)cc2)C(=O)N1c1ccccc1C (stereo unspecified)	0.5	-0.5	4.5	-10	1	1.0	-3	-85	55	110	-5
CCN(CC)S(=O)(=O)c1ccc(C(=O)NNC(=O)C2COc3ccccc3O2)cc1 (stereo unspecified)	2.4	1.0	4.5	1	4	0.2	-5	-28	6	x	-1
O=C(NCCOc1ccccc1F)Nc1ccc(Br)cc1	0.2	1.9	4.5	-11	-6	5.0	5	8	-11	100	-26

Looked up above:
For AddAB inh, O=C(NCCOc1ccccc1F)Nc1ccc(Br)cc1 reads 1.9
For AddAB inh, O=C(COc1ccc(S(=O)(=O)N2CCOCC2)cc1)N1CCOCC1 reads 0.6

(list continues)
SMILES	E coli growth	AddAB inh	phage Ecoli inh	PKA-R1A activ	Arr AP2 block	OPRM1-OPRD1 ag	Tat export inh	PfHsp90 set2	SUMO Mot1 rescue	Pemphigus Ab inh	OPRM1-OPRD1 inv
Cc1ccc(CCNC(=O)C2CC(=O)N(C3CCCCC3)C2)cc1 (stereo unspecified)	-1.4	2.4	0.3	4	-4	-3.4	-7	-30	12	103	18
O=C(Nc1cccc(S(=O)(=O)Nc2ccc(Cl)cc2)c1)c1cc2c(s1)CCCC2	1.7	5.4	4.2	-13	-11	4.0	1	-2	3	78	-19
COc1ccc(/C=N/N2CCN(Cc3ccc(C)cc3)CC2)cc1Br	2.0	1.8	0.6	-11	-6	1.5	0	6	40	111	-8
COc1cccc(C2CC(c3ccccc3)=NN2S(=O)(=O)c2ccc(C)cc2)c1OC (stereo unspecified)	2.3	0.1	3.0	-7	2	-2.2	-2	20	-9	359	10
CC1(C)CC(=O)C(N=Nc2cccc([N+](=O)[O-])c2)=C(O)C1	-1.5	5.4	2.2	-4	6	-1.4	-3	-3	19	106	7
COC(=O)c1nn(-c2ccc(OC)cc2)c(=O)cc1O	-1.7	-0.8	4.4	-1	7	-1.3	-8	10	482	104	8
O=c1cc(O)nc(SCc2ccccc2)n1-c1ccc(F)cc1	3.2	1.1	4.2	2	8	1.9	4	-17	3	x	-12
O=C(O)[C@H]1CCCC[C@H]1C(=O)NCCNC(=O)[C@@H]1CCCC[C@@H]1C(=O)O	0.1	1.9	-0.2	-5	7	-2.3	-3	x	18	97	13
COc1ccccc1-c1noc(CCCC(=O)NC2CCCCC2)n1	-4.4	0.8	1.1	6	0	0.0	8	6	2	104	0
CNS(=O)(=O)c1cccc2cccnc12	-0.9	3.2	1.0	9	6	0.1	-6	12	-23	97	-1
CCOC(=O)C(C(=O)OCC)N(C#N)c1nc(SC)nc(N(C)C)n1	-2.2	-1.4	-1.6	7	40	-0.9	-8	-21	211	103	5
CCC(=O)c1ccc(OC(C)C(=O)NC2(C#N)CCCCC2)cc1 (stereo unspecified)	-0.6	4.6	3.2	-10	3	0.1	-1	-12	-15	110	0
